E-sel inducer = E-selectin induction in HUVECs, primary screen, imaging, HUVEC, immunofluorescence imaging, single point. activation, % at 7.58 µM. normalized: neutral wells 0, TNF-alpha wells 100. AID 686992, 2013. actives 0.37% (n = 260,000). P16581;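 active = mean E-selectin-positive cell signal at least 10% of the positive control, reached in at least 60% of replicates, without over 20% cell loss; inconclusive = no rule given, readout overlaps actives, possibly toxicity-flagged; inactive = the rest, including those meeting only one limit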;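 also: in these data hits start at about 27%; measured in HUVEC primary endothelial cells; signal is the percent of cells scored E-selectin positive by PE staining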
Target sequence (P16581 whole entry, looked up): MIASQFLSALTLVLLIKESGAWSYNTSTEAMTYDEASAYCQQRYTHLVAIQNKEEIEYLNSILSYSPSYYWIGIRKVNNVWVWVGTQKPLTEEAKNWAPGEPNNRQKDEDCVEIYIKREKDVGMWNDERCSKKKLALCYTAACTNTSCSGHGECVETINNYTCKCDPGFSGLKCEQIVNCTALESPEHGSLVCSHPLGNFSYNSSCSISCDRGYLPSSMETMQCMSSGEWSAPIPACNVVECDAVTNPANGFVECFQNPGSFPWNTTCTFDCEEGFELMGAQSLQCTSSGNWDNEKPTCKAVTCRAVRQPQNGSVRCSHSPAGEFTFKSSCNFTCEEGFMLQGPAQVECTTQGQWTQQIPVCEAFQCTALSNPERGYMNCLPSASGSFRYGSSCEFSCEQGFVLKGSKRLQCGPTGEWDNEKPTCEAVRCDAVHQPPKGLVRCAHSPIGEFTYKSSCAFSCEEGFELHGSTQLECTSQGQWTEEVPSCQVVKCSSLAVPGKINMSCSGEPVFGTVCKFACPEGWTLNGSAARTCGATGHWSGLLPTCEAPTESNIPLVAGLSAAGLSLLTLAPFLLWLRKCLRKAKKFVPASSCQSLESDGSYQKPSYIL
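Read-out basis: % PE-positive cells; Test system: HUVEC primary endothelial cells; Technique: immunofluorescence imaging; Dosing: single-point compound dose.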
PglD DTNB = C. jejuni PglD acetyltransferase inhibitors, primary screen, biochemical, DTNB colorimetric, single point; UDP-N-acetylbacillosamine N-acetyltransferase PglD (Campylobacter jejuni); purified PglD enzyme, DTNB colorimetric CoA detection; inhibition, % at 12.5 µM; actives 0.098% (n = 360,000); AID 602405, 2012; in the data active = inhibition above about 16%, passing the limit was not always enough; inconclusive = no clear call, values can overlap the other calls; also: strong numbers were not always called active
C2C12 statin = suppressors of statin myotoxicity in C2C12 myotubes, primary screen, cell-based, single point, plate reader; C2C12 myotubes + simvastatin, ATP luminescence, 48 h; scaled: DMSO 0, geranylgeraniol control 100; actives 0.78% (n = 330,000); rescue of ATP level, % at 7.49 µM;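 active = mean ATP rescue above about 67%, or every replicate alone reaching that limit, limit read from the data, passing the limit was not always enough; inconclusive = no clear call, values can overlap the other calls; inactive = mean under the limit and some replicate under it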;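 also: myotubes were challenged with 10 µM simvastatin during compound exposure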
SIRT5 inh = SIRT5 desuccinylase inhibitors, primary screen, biochemical, fluorescence imaging, single point, set 5 | NAD-dependent protein deacylase sirtuin-5, mitochondrial (Homo sapiens), Q9NXA8 | Purified SirT5, succinyl-peptide AMC, trypsin-coupled fluorescence | inhibition, % at 15 µM | actives 1.1% (n = 330,000) | AID 652115, 2013; in the data active = inhibition above about 15%; inconclusive = no clear call, values can overlap the other calls
Target sequence (Q9NXA8 whole entry, looked up): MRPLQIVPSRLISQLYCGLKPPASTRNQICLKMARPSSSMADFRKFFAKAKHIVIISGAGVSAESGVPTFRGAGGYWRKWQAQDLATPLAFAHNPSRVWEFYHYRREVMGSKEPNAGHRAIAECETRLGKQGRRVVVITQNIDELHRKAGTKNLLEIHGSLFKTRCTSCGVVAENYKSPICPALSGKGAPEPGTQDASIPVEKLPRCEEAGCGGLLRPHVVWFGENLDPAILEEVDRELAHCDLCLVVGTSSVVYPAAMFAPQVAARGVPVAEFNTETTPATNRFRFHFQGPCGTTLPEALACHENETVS
S100A4 inh HTS = inhibitors of S100A4-myosin IIA peptide binding, primary screen, biochemical, fluorescence polarization, TAMRA-MyoIIA peptide; Protein S100-A4 (Homo sapiens), P26447; inhibition, % at 10.7 µM; actives 0.14% (n = 360,000); AID 652163, 2013;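 active = mean inhibition of at least 70% across replicates, with every replicate also reaching that level; inconclusive = mean inhibition reaches 70% but some replicates fall short; inactive = mean inhibition below 70%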
Target sequence (P26447 whole entry, looked up): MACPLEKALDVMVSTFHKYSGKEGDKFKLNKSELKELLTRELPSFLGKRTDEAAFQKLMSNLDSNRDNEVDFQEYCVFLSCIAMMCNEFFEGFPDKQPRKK
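assay system = human S100A4 monomer with TAMRA-labelled myosin IIA peptide | also added = labelled myosin peptide probe, 5 nM | incubation = 5 min between mix addition and reading | control set = DMSO and TFP controls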
ERp5 inh = inhibitors of ERp5-driven insulin aggregation, primary screen, biochemical, turbidity, absorbance 650 nm, single point | inhibition, % at 9.99 µM | 90 min | Protein disulfide-isomerase A6 (Homo sapiens), Q15084 | actives 0.05% (n = 350,000);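 active = mean replicate inhibition above about 25%, with every replicate also reaching it, limit read from the data, passing the limit was not always enough; inconclusive = only one of those two criteria met; inactive = neither criterion met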
DENV2 CPE = inhibitors of DENV2 cytopathic effect, primary screen, cell-based, plate reader, single concentration; DENV2-infected cells, cytopathic effect rescue; CPE inhibition, % at 9.99 µM; actives 1.7% (n = 350,000); AID 651640, 2012; in the data active = CPE inhibition above about 20%, passing the limit was not always enough; inconclusive = no clear call, values can overlap the other calls; tested in BHK-21 cells;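 also: 0% = median of neutral control wells and 100% = median of positive control wells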
The depositor's hits bear a star; ? = inconclusive; · = not tested or not shown.

SMILES | E-sel inducer | PglD DTNB | C2C12 statin | SIRT5 inh | S100A4 inh HTS | ERp5 inh | DENV2 CPE
Cc1ccc(N(Cc2cc(=O)[nH]c3ccccc23)C(=O)CCl)c(C)c1 | 0.0 | · | · | -6.0 | 24.3 | 3.6 | -1.9
COc1cccc(C(=O)N=c2sc3cc(S(C)(=O)=O)ccc3n2C)c1 | · | · | · | -1.9 | 1.2 | -49.5 | -5.0
CC(=O)c1cc(Cc2csc(C(C)=O)c2)cs1 | · | 1.4 | -2.8 | -2.3 | -6.2 | -2.0 | -5.0
C[C@H]1CN([C@@H](C)CO)S(=O)(=O)c2ccc(-c3ccncc3)cc2O[C@@H]1CN(C)S(C)(=O)=O | 0.0 | 6.6 | 14.8 | 0.6 | -0.1 | 1.7 | -5.9
COc1ccccc1-c1cccc(-c2nc(C(=O)NCc3ccncc3)cc3c2[C@@H](CCO)N([S@](=O)C(C)(C)C)C3)c1 | 0.7 | 0.5 | -13.8 | 1.3 | -21.0 | -2.1 | -2.7
C/C(CC(=O)NCc1ccco1)=N\NC(=O)Cc1ccc(-c2ccccc2)cc1 | · | · | · | -0.7 | -0.2 | 1.7 | 7.7
COc1ccc(/C(N)=N/OC(=O)COc2ccccc2Cl)cc1 | 0.1 | -2.4 | -0.6 | -4.7 | -7.4 | -1.6 | 2.1
CC(=O)c1ccccc1NC(=O)c1cc(S(=O)(=O)N2CCOCC2)ccc1N1CCCC1 | 0.3 | 2.2 | -6.9 | -1.2 | 2.7 | -0.6 | -10.2
C[C@@H]1CN([C@H](C)CO)C(=O)c2cc(NC(=O)Cn3cnnn3)ccc2O[C@H]1CN(C)C(=O)Nc1ccc(C(F)(F)F)cc1 | -0.3 | 0.2 | -19.5 | 1.2 | 2.5 | -5.9 | -0.5
O=C(CCCn1c(=S)[nH]c2ccsc2c1=O)Nc1ccc(F)cc1 | · | 1.5 | -1.7 | · | -1.0 | -1.0 | -9.9
CC(C)CCNC(=O)C1CC(c2ccccc2[N+](=O)[O-])=NO1 (stereo not drawn) | 0.1 | -0.4 | 13.1 | 1.8 | 19.9 | 1.8 | ?
CCN(CC)CCNC(=O)/C(=N\O)c1ccccn1 | 1.2 | · | · | -7.2 | 2.6 | -1.0 | 0.6
COc1ccc(NS(=O)(=O)c2ccc(-c3cnc(C4CC4)o3)cc2)cc1OC | · | -5.8 | -59.6 | 6.2 | -3.3 | 6.2 | 2.7
CCN1[C@@H]2c3ccc(C4=CCCC4)c(=O)n3C[C@@H]2[C@@H](CO)[C@@H]1C(=O)NCCCN(C)C | 0.1 | · | · | -6.9 | 9.4 | 5.7 | 10.8
COCC(=O)N1CC(=O)N2[C@@H](CO)[C@H](c3ccc(-c4ccccc4)cc3)[C@@H]2C1 | -0.6 | · | · | -1.9 | 2.2 | 2.3 | -0.9
Cc1cccc(C)c1NC(=O)CNC(=O)C1CC(=O)N(Cc2ccccc2)C1 (stereo not drawn) | · | -3.3 | -2.5 | 1.1 | -4.0 | -2.8 | -0.1
CC(NC(=O)c1ccc(F)cc1)C(=O)NC1=NCCS1 (stereo not drawn) | · | · | · | -4.4 | 0.5 | 5.1 | -1.7
CC(C)[C@H](NC(=O)[C@@H]1CSC2c3ccccc3C(=O)N21)C(=O)NC1CCCCC1 (stereo partly drawn) | · | 0.1 | 4.5 | -2.2 | -1.6 | 0.6 | -5.2
C[C@@H]1CN([C@H](C)CO)S(=O)(=O)c2ccc(C#Cc3ccncc3)cc2O[C@@H]1CN(C)S(=O)(=O)c1ccc(F)cc1 | · | -1.0 | 13.8 | 3.2 | 17.1 | 0.1 | 6.5
CN1/C(=C/C(=S)NC(=O)C2(C)CC2(Cl)Cl)C(C)(C)c2ccccc21 (stereo not drawn) | · | -4.4 | -21.9 | -0.6 | -36.8 | 1.0 | -17.9
COc1ccc(-c2ccc3c(c2)[C@@H]2[C@@H](CCN2C(=O)C2CCC2)[C@H](CO)N3C)cc1 | 0.1 | · | · | · | · | 3.3 | ?
O=C(CN1CCOCC1)N1CCCCN2[C@H](C1)[C@H](c1ccc(C#Cc3ccccc3F)cc1)[C@@H]2CO | -0.1 | 4.1 | 23.4 | -2.1 | -14.4 | -0.6 | 43.2*
Cc1csc2ncnc(NC3CCN(Cc4ccccc4)CC3)c12 | -4.3 | 6.4 | · | -1.3 | -3.7 | -4.6 | -10.0
CC=Cc1ccc2n(c1=O)C[C@@H]1[C@@H](CO)[C@H](C(=O)N3CCCCC3)[C@H]2N1C(=O)C1CCC1 (mixture of isomers) | 0.0 | 2.6 | 15.4 | -13.5 | 2.4 | -7.4 | 1.4
CCCC[C@@H]1C[C@H]1[C@@H](NC(=O)c1ccco1)c1ccc(Cl)cc1 | 0.1 | -1.6 | 1.4 | -0.4 | -2.2 | 4.9 | -9.4

Brought forward from above: 6 entries, followed by the next part.
SMILES | E-sel inducer | PglD DTNB | C2C12 statin | SIRT5 inh | S100A4 inh HTS | ERp5 inh | DENV2 CPE
CN1/C(=C/C(=S)NC(=O)C2(C)CC2(Cl)Cl)C(C)(C)c2ccccc21 (stereo not drawn) | · | -4.4 | -21.9 | -0.6 | -36.8 | 1.0 | -17.9
COc1ccc(-c2ccc3c(c2)[C@@H]2[C@@H](CCN2C(=O)C2CCC2)[C@H](CO)N3C)cc1 | 0.1 | · | · | · | · | 3.3 | ?
O=C(CN1CCOCC1)N1CCCCN2[C@H](C1)[C@H](c1ccc(C#Cc3ccccc3F)cc1)[C@@H]2CO | -0.1 | 4.1 | 23.4 | -2.1 | -14.4 | -0.6 | 43.2*
Cc1csc2ncnc(NC3CCN(Cc4ccccc4)CC3)c12 | -4.3 | 6.4 | · | -1.3 | -3.7 | -4.6 | -10.0
CC=Cc1ccc2n(c1=O)C[C@@H]1[C@@H](CO)[C@H](C(=O)N3CCCCC3)[C@H]2N1C(=O)C1CCC1 (mixture of isomers) | 0.0 | 2.6 | 15.4 | -13.5 | 2.4 | -7.4 | 1.4
CCCC[C@@H]1C[C@H]1[C@@H](NC(=O)c1ccco1)c1ccc(Cl)cc1 | 0.1 | -1.6 | 1.4 | -0.4 | -2.2 | 4.9 | -9.4
Cc1noc(C)c1NC(=O)N(C)C[C@@H]1Oc2ccc(NC(=O)CCN3CCOCC3)cc2C(=O)N([C@@H](C)CO)C[C@@H]1C | -2.5 | -0.2 | · | 6.4 | 3.1 | -2.2 | ?
C=CCn1c(SCc2cccc(OC)c2)nnc1-c1ccncc1 | -0.1 | 0.0 | -1.7 | -2.4 | -4.1 | 1.6 | 0.5
Cc1nc(SCc2ccccc2)c([N+](=O)[O-])[nH]1 | 0.2 | -2.7 | -4.3 | · | · | · | ·
N=c1c(C(=O)NC2CCCCC2)cc2c(=O)n3ccccc3nc2n1Cc1ccco1 | · | -4.4 | -8.6 | -8.5 | 2.5 | 2.5 | -0.9
CCOc1ccc(CC2S/C(=N/N=C/c3ccco3)NC2=O)cc1 (stereo not drawn) | · | · | · | 3.2 | 6.9 | -0.7 | -6.5
COc1cc([C@H](Cc2ccccc2)NC(C)=O)oc(=O)c1 | · | -4.3 | 1.2 | · | 7.7 | 0.1 | 23.5*
Cc1ccc(NC(=O)/C=C2\NC(=O)CS2)cc1 | · | -3.1 | 9.8 | 3.4 | 6.4 | 1.1 | -2.7
COCC(=O)Nc1ccc2c(c1)OC[C@H](C)N(Cc1ccccn1)C[C@@H](C)[C@H](OC)CN(C)C2=O | -0.1 | -0.8 | -4.2 | 11.9 | 7.1 | 2.2 | 8.5
Fc1cccc(Cc2c(-c3ccc(Cl)cc3)nc3ccc(Br)cn23)c1 | · | 1.3 | -13.0 | -4.4 | 1.6 | 3.9 | 6.4
COc1ccc(OC)c2c1sc(=NC(=O)C1CCCCC1)n2C | 0.0 | 3.5 | 5.4 | -4.4 | 1.0 | -0.4 | -1.1
NC(=O)C1CCN(Cc2nc(-c3cccs3)no2)CC1 | 0.1 | · | 1.0 | -1.4 | -4.9 | -0.4 | 2.1
COc1ccccc1-c1ccc([C@@H]2[C@H](C#N)N(C(=O)C3CCC3)[C@H]2CO)cc1 | -0.2 | -7.4 | -37.5 | 2.1 | 2.8 | 3.0 | -11.5
CCN1C(=O)[C@H]2[C@H]3CN=C(SCc4ccc(OC)cc4)N3[C@@](CC)(C(=O)OC)[C@H]2C1=O | 1.1 | -3.8 | 1.3 | -2.7 | 4.4 | -1.0 | 0.4
Cc1noc(C)c1-c1ccc2ncnc(NCC3CCCCN3C)c2c1 (stereo not drawn) | -0.1 | -117.5 | 3.7 | · | -3.5 | -3.6 | -10.1
COc1ccccc1C#Cc1ccc2c(c1)O[C@H](CN(C)Cc1ccccc1)[C@H](C)CN([C@H](C)CO)S2(=O)=O | -0.4 | 1.3 | -47.9 | 12.5 | -5.3 | 8.8 | -6.2
O=C(CSc1nnc(CNC(=O)c2c(F)cccc2Cl)o1)Nc1ccc2c(c1)OCO2 | 5.0 | 1.7 | 7.5 | -3.6 | 4.5 | 0.9 | -11.1
O=C(C[C@@H]1C[C@@H]2c3cc(NC(=O)NC4CCCC4)ccc3O[C@@H]2[C@@H](CO)O1)NCc1ccccc1 | 0.3 | -1.4 | -1.7 | 0.4 | 33.0 | -0.6 | -0.3
O=C(C[C@H]1C[C@H]2c3cc(NC(=O)CC4CC4)ccc3O[C@H]2[C@@H](CO)O1)NCc1cc(F)ccc1F | 0.0 | 3.5 | -2.2 | -2.8 | -6.2 | -2.5 | 6.8
COc1ccc(C(Nc2ccc(S(=O)(=O)N3CCOCC3)cc2)C(=O)NCCC(C)C)cc1OC (stereo not drawn) | · | -1.9 | -7.2 | -0.2 | -11.4 | 1.8 | ?
COc1cccc(-c2ccc3c(c2)[C@@H]2[C@@H](CCN2S(=O)(=O)c2ccccc2C)[C@H](CO)N3)c1 | -0.7 | 0.0 | -35.2 | -0.1 | -1.7 | -3.5 | -19.7
C[C@@H]1CN([C@@H](C)CO)C(=O)Cc2cc(NS(=O)(=O)c3cccs3)ccc2O[C@@H]1CN(C)Cc1ccc(C(=O)O)cc1 | · | 4.6 | 59.2 | -0.6 | 7.9 | 4.5 | -4.8
CCN(CC)c1ccc(S(=O)(=O)N2CCOCC2)cc1NC(=O)CN1C(=O)NC2(CCCC2)C1=O | 62.6* | -5.5 | · | -0.4 | -1.6 | 4.3 | -2.2
Cc1cccc(S(=O)(=O)N2CCCCN3[C@@H](CO)[C@H](c4ccc(C#CC5CC5)cc4)[C@@H]3C2)c1 | -0.3 | -1.4 | · | 8.7 | 9.7 | 2.9 | 8.8
COc1ccc(CN(C)C[C@@H]2Oc3ccc(NS(=O)(=O)c4ccc(F)cc4)cc3C(=O)N([C@H](C)CO)C[C@@H]2C)cc1 | -14.3 | -1.6 | -0.9 | -1.3 | 6.0 | -4.7 | 2.7
O=C(Nc1ccccc1)C1=C[C@@H](c2coc3ccccc3c2=O)C[C@@H](OCCCCO)O1 | 0.0 | -6.7 | 7.9 | · | -4.3 | 1.9 | 2.8
O=C(C[C@@H]1C[C@@H]2c3cc(NC(=O)c4cccnc4)ccc3O[C@@H]2[C@H](CO)O1)NC1CCCC1 | -0.1 | · | · | · | -2.0 | -10.5 | -11.2
S=C(NNC(=S)NC1CC2C=CC1C2)NC1CC2C=CC1C2 (stereo not drawn) | -0.2 | -5.8 | · | 0.7 | 0.1 | -1.6 | 1.9
CC(C)(C)C(=O)NCCc1nc(-c2ccccc2)no1 | 0.2 | -2.6 | 2.7 | · | · | · | ·
O=C1/C(=C/c2cccc3ccccc23)CCCc2ccccc21 | 2.3 | 5.2 | -9.3 | · | · | · | ·

These rows are one share of the data. The share of hits here may be higher or lower than overall.
